KCNK3 block – human KCNK3 channel inhibition, primary screen; CHO-KCNK3 thallium flux, FluxOR fluorescence; stronger effect = lower value; hit rate 0.84% among 340,000; B-score at 10 µM;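 active = B-score under library mean minus 4 SD, starting fluorescence ratio at most library mean plus 5 SD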;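 also: more negative B-score means stronger inhibition of thallium flux through KCNK3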
Target sequence (O14649 whole entry, looked up): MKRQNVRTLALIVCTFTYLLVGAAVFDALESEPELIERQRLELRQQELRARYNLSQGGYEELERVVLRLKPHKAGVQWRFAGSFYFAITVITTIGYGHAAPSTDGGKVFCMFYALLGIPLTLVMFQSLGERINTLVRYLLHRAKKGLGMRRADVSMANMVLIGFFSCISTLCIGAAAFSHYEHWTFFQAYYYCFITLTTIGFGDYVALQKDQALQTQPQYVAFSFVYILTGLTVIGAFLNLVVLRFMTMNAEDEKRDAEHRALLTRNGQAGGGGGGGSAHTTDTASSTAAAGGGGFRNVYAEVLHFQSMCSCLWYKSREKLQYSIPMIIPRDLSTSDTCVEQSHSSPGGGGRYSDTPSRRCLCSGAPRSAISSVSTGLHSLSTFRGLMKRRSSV
DYRK1A inh – inhibitors of rat Dyrk1A kinase; Q63470; ADP-Glo luminescence, NFATc1 peptide; inhibition, % at 12.5 µM; hit rate 0.43% among 310,000; AID 504441; in the data active = inhibition above about 50%;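 also: plate controls were vehicle with enzyme for no effect and no enzyme for full effect; many of its hits are not listed in these tables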
KCNQ1 pot – potentiates or activates the human KCNQ1 potassium channel. P51787. CHO-K1 KCNQ1, thallium flux FluxOR fluorescence; stronger effect = higher value. B-score at 10 µM. hit rate 0.35% among 310,000. AID 2648;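 active = fluorescence ratio B-score, a plate-corrected score, at least three library SD, with initial intensity B-score within 5 SD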
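System: Stable KCNQ1 CHO-K1 line | Incubation: 90 min dye loading and 20 min compound exposure, both at room temperature | Measure: Ratio B score | Medium: Assay buffer for compound exposure, DMSO matched across wells | Compound dosing: Single-concentration screen | Probe or stimulus: K+/Tl+ depolarizing stimulus | Measured by: Kinetic FluxOR fluorescence, 10 s baseline plus 110 s post-stimulus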
hERG rescue – compounds protecting human hERG from proarrhythmic drug block | Q12809 | CHO-hERG, FluxOR thallium flux, dofetilide IC70 present | activation (rescue from dofetilide block), less the hit threshold, % at 10 µM | hit rate 0.51% among 310,000 | AID 1511;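 active = activation above the mean of controls blocked by dofetilide plus 5 SD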;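 also: thallium influx through hERG after potassium depolarization seen as dye fluorescence rise; in these data hits start at about 4.7%; inactives centre near -7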
KCNQ1 block – blocks the human KCNQ1 potassium channel; AID 2642; hit rate 1.3% among 310,000; CHO-K1 KCNQ1, FluxOR thallium flux fluorescence; stronger effect = higher value; B-score at 10 µM;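 active = compounds whose thallium flux B-score, printed positive for inhibition, exceeds three library SD while starting fluorescence stays within three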;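 also: channel opened by potassium depolarization with thallium stimulus after 20 min compound exposure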
ANO1 block – blocks the mouse calcium-activated chloride channel TMEM16A | HEK293 TMEM16A/YFP iodide influx fluorescence, ionomycin | normalized B-score (activity score, 25-100; higher = stronger inhibition) at 10 µM | hit rate 1.2% among 310,000 | AID 588511;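 active = ratio plate-corrected score three or more library SD toward inhibition, starting fluorescence score within five deviations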;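 also: score derived from kinetic fluorescence span divided by baseline fluorescence per well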
TRPC4 act – TRPC4 (mouse) channel activation; Q9QUQ5; HEK293 TRPC4beta/mu-opioid, Fluo4 calcium fluorescence; stronger effect = higher value; B-score at 10 µM; hit rate 0.49% among 310,000; AID 2237;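 active = B-score above 5 SD of library B-scores, and initial fluorescence ratio not above library mean plus 5 SD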;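 also: positive B-score marks a calcium rise read as TRPC4 activation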
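Material: HEK293 stable line with TRPC4beta plus mu-opioid receptor; technique: Fluo4 calcium-sensitive dye fluorescence, kinetic, 1 Hz baseline; timing: Fluo4 dye loading 45 min at room temperature, 110 s recording; controls: assay buffer as low control, maximal DAMGO as high control; read-out: integrated baseline-normalised fluorescence ratio, converted to per-well B score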
KCNK9 inh – inhibitors of human KCNK9 two-pore domain potassium channel; HEK293 KCNK9, FluxOR thallium flux fluorescence; stronger effect = lower value; hit rate 1.2% among 310,000; Q9NPC2; B-score at 10 µM;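 active = ratio B-score over 3 SD below the library mean, with starting fluorescence within 5 SD of its mean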;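 also: negative B-score means less thallium flux so channel inhibition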
Target sequence (Q9NPC2 whole entry, looked up, the tested form may be a part): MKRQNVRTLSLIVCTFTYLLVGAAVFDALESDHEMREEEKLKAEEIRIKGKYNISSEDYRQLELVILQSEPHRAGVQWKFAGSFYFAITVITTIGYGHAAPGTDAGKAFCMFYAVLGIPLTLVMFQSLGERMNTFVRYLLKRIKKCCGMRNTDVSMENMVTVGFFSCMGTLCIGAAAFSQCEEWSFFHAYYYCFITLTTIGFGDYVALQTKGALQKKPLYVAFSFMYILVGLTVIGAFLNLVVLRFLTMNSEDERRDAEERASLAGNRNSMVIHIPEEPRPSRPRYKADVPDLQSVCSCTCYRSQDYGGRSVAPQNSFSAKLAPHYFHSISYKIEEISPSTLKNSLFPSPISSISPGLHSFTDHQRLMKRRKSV
TMEM16A act – activators or potentiators of mouse TMEM16A chloride channel; B-score at 10 µM; hit rate 0.3% among 340,000; HEK293 TMEM16A/YFP-H148Q/I152L, iodide quench fluorescence; stronger effect = lower value;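 active = fluorescence-ratio B-score plate-corrected deviation score at least 3 library SD below zero, with starting fluorescence score within 5 deviations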;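 also: channel opened by trigger with iodide after compound preincubation; score built on the fluorescence ratio of max minus min over baseline; more negative score means more quench and so TMEM16A activation or potentiation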
HDAC3 inhib – blocks human histone deacetylase 3. O15379. recombinant HDAC3, fluorogenic peptide/trypsin coupled, fluorescence. inhibition, % at 8.3 µM. hit rate 0.15% among 320,000. AID 2718; in the data active = inhibition above about 26%, passing the limit was not always enough; inconclusive = no clear call, values can overlap the other calls
TRPC4 potent – allosteric potentiators of mouse TRPC4 channel; Q9QUQ5; HEK293 TRPC4beta/mu-opioid, DAMGO EC20, Fluo-4 Ca2+ flux; stronger effect = higher value; B-score at 10 µM; hit rate 0.42% among 310,000; AID 2227;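 active = B-score of calcium response area above 5 SD of library B-scores, with initial fluorescence ratio within 5 SD of library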;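 also: B-score of integrated fluorescence ratio over time as area under calcium response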
An asterisk follows results filed as active; i = inactive; ? = inconclusive; . = no result given. An excerpt; count on the stated rates, not on these rows.

Order of results – KCNK3 block	DYRK1A inh	KCNQ1 pot	hERG rescue	KCNQ1 block	ANO1 block	TRPC4 act	KCNK9 inh	TMEM16A act	HDAC3 inhib	TRPC4 potent
COC(=O)c1ccccc1N1C(=O)[C@@H]2C(c3ccc(F)cc3)=NO[C@@H]2C1=O
  i	-5	i	-9	i	i	i	i	i	-4	i
O=C(CCc1ccncc1)NC1CCCc2c1cnn2-c1cc(F)cc(F)c1 (centres undefined)
  i	-2	i	-8	i	i	i	i	i	-4	i
CC(OC(=O)CCc1nc2ccccc2c(=O)[nH]1)C(=O)c1ccc(C(C)(C)C)cc1 (centres undefined)
  i	-1	i	-8	i	100*	i	i	i	8	i
Nc1n[nH]c(-c2ccc([N+](=O)[O-])cc2[N+](=O)[O-])n1
  i	9	i	-2	i	i	i	i	i	-2	i
COc1ccc(S(=O)(=O)N2Cc3ccccc3CC2C(=O)N2CCOCC2)cc1 (centres undefined)
  i	1	i	-4	i	i	i	i	i	-3	i
O=[N+]([O-])c1ccc(NC(=S)N2CCN(c3ccccn3)CC2)cc1
  i	2	i	4	i	i	i	i	i	6	i
CCN(c1ccc(OC)cc1)S(=O)(=O)c1nnc(NC(=O)C(C)C)s1
  i	3	i	-1	i	i	i	i	i	-5	i
COC(=O)C1CN(C(=O)C(C)Oc2ccc(C(C)C)cc2)c2ccccc2O1 (centres undefined)
  i	0	i	-3	i	i	i	i	i	12	i
CC(=O)N1N=C(c2ccccc2O)OC1(C)CC(=O)Nc1ccccc1 (centres undefined)
  i	-8	i	-7	i	i	i	i	i	.	i
CCOC(=O)C1C(c2ccccc2)N(C)OC1(O)C(F)(F)F (centres undefined)
  i	-4	i	-8	i	i	i	i	i	8	i
CC1(C)Cc2c(sc3c2c2ncnn2c2nnc(SCC(=O)NCc4ccco4)n32)CO1
  i	0	i	-3	i	i	i	i	i	-1	i
CNc1nc2c(c(=O)[nH]c(=O)n2C)n1CCCc1ccccc1
  i	-1	i	-5	i	i	i	i	i	-7	i
CC(C)CC1Nc2ncnc(N3CCN(c4ccccc4)CC3)c2N(Cc2ccc(Br)cc2)C1=O (centres undefined)
  i	2	i	-14	i	i	i	i	i	?	i
O=C(/C=C/Nc1ccc(Br)cc1F)c1ccccc1
  i	6	i	-8	i	i	i	i	i	-1	i
CCC1CCc2sc(C(=O)NCC(c3ccc(OC)cc3)N3CCCC3)cc2C1 (centres undefined)
  i	.	i	-20	i	i	55*	i	i	1	i
Cc1ccc(C(=O)N(CC(=O)NC2CCCC2)c2cccc(F)c2)s1
  i	0	i	-11	i	i	i	i	i	-2	i
O=c1c2c3c(sc2ncn1/N=C/c1ccc([N+](=O)[O-])o1)CCCC3
  i	4	i	-7	i	i	i	i	i	0	i
CCCCOCCCNC(=O)C1c2ccccc2Oc2ccccc21
  i	-6	i	-1	i	i	i	i	i	-7	i
CC(=O)n1cc(/C=N/NC(=O)c2cccc(O)c2)c2ccccc21
  i	-2	i	-6	i	i	i	i	i	-2	i
CSCc1cc(N2CCOCC2)nc(SCc2ccc(Cl)cc2Cl)n1
  i	7	i	-8	i	i	i	i	i	0	i

Compound profiles, as listed above:
Listed for CC(C)CC1Nc2ncnc(N3CCN(c4ccccc4)CC3)c2N(Cc2ccc(Br)cc2)C1=O (centres undefined) = KCNK3 block: i; DYRK1A inh: 2; KCNQ1 pot: i; hERG rescue: -14; KCNQ1 block: i; ANO1 block: i; TRPC4 act: i; KCNK9 inh: i; TMEM16A act: i; HDAC3 inhib: ?; TRPC4 potent: i
Listed for CC1(C)Cc2c(sc3c2c2ncnn2c2nnc(SCC(=O)NCc4ccco4)n32)CO1 = KCNK3 block: i; DYRK1A inh: 0; KCNQ1 pot: i; hERG rescue: -3; KCNQ1 block: i; ANO1 block: i; TRPC4 act: i; KCNK9 inh: i; TMEM16A act: i; HDAC3 inhib: -1; TRPC4 potent: i

(continued)
Order of results – KCNK3 block	DYRK1A inh	KCNQ1 pot	hERG rescue	KCNQ1 block	ANO1 block	TRPC4 act	KCNK9 inh	TMEM16A act	HDAC3 inhib	TRPC4 potent
COc1cc(OC)c(C(=O)OCC(=O)Nc2ccccc2Cl)cc1OC
  i	1	i	-4	i	i	i	i	i	0	i
CCOc1cc(/C=N\NC(=O)OC(C)(C)C)ccc1OC(=O)c1ccco1
  i	-1	i	-8	i	i	i	i	i	-2	i
Cn1c(-c2sc3cc(C(F)(F)F)cnc3c2-c2ccccc2)n[nH]c1=S
  i	1	i	-6	i	i	i	i	i	-2	i
COc1ccccc1NS(=O)(=O)c1cc(NC(=O)Cn2cnc3c2c(=O)n(C)c(=O)n3C)ccc1C
  i	2	i	-8	i	i	i	i	i	5	i
c1cc(-c2nnc3sc(C4CCCCC4)nn23)ccn1
  i	0	i	-11	i	i	i	i	i	-5	i
CN1CCc2c(sc3c2C(=O)NC(c2ccccc2)N3)C1 (centres undefined)
  i	-4	i	-3	i	i	i	i	i	-18	i
COc1ccc(NC(=O)CSc2nnc(-c3cc(C)[nH]n3)n2N)cc1OC
  i	-5	i	-4	i	i	i	i	i	?	i
Cn1c(SCc2nn[nH]n2)nc2c1c(=O)n(Cc1ccccc1Cl)c(=O)n2C
  i	0	i	-10	i	i	i	i	i	3	i
COC(=O)c1cc(NC(=O)C2CC2)cc(C(=O)OC)c1
  i	0	i	-11	i	i	i	i	i	-5	i
Cc1ccc(CC2CC(=O)N(c3cc(C)on3)C2=O)cc1 (centres undefined)
  i	2	i	-3	i	i	i	i	i	-3	i
Cc1ccc(S(=O)(=O)CCC(=O)NCc2ccco2)cc1
  i	-8	i	-1	i	i	i	i	i	-4	i
CCN(CC)S(=O)(=O)c1csc(C(=O)OCC(=O)c2ccccc2)c1
  i	-2	i	-17	i	i	i	i	i	-2	i
COc1ccc(CNC(=O)C2CCN(c3cc(C(=O)Nc4cccc(OC)c4)ccn3)CC2)cc1
  i	.	i	-13	i	i	i	i	i	-9	i
O=C(c1ccc(CSc2ccccc2)cc1)N1CCN(c2ccccc2)CC1
  i	1	i	-15	i	i	i	i	i	-2	i
CCCNC(=O)C(=O)N/N=C/c1cccs1
  i	-1	i	-7	i	i	i	i	i	4	i
COc1ccc(C2/C(=C(/O)c3ccc4c(c3)CC(C)O4)C(=O)C(=O)N2CCN2CCOCC2)cc1OC (centres undefined)
  i	2	i	-9	i	.	i	i	i	.	i
CC(C)C(C(=O)NCC1CCCO1)N(CC1CCCO1)C(=O)CNS(=O)(=O)c1ccccc1 (centres undefined)
  i	4	i	-7	i	i	i	i	i	0	i
COCCOC(=O)c1c(C)oc2ccc(OCc3ccccc3)cc12
  i	0	i	-14	i	i	i	i	i	-4	i
Cc1nnsc1S(=O)c1ccc(F)cc1 (centres undefined)
  i	5	i	-6	i	i	i	i	i	-2	i
COCCCNC(=O)c1cc2c(=O)n3cc(C)ccc3nc2nc1NCC1CCCO1 (centres undefined)
  .	.	i	-9	i	i	i	i	.	i	i
CCN(CC)S(=O)(=O)c1ccc2c(c1)oc(=O)n2CC(=O)N(C)C1CCCCC1
  i	.	i	-8	i	i	i	i	i	-2	i
COc1ccc(N2C(=O)N3[C@H](c4cccc(C)c4)[C@@H]4C(=O)N(Cc5ccccc5)C(=O)[C@@H]4[C@]3(Cc3ccccc3)C2=O)cc1
  .	.	i	-1	i	i	i	i	.	-3	i
Cc1ccc(Sc2cc(C(=O)NCCCN(C)C)c3ccccc3n2)cc1
  i	2	i	-4	i	i	i	i	i	2	i
CCCCN(CC(O)COc1cccc(C)c1)CC(O)COc1cccc(C)c1 (centres undefined)
  i	0	i	-18	i	i	i	i	i	18	i
CCCCOC(=O)C1C2C=CC3(CN(CCc4ccccc4)C(=O)C13)O2 (centres undefined)
  i	-4	i	-7	i	i	i	i	i	0	i
CCC(C)(C)C1CCc2[nH]nc(C(=O)NC(C)C)c2C1 (centres undefined)
  i	10	.	.	.	i	.	.	i	5	.
O=C(O)CC1SC(N/N=C/c2ccc(Br)cc2)NC1=O (centres undefined)
  i	13	i	-9	i	i	i	i	i	3	i
C/C(=N\OCC(=O)NCC(F)(F)F)c1cc2ccccc2o1
  i	-5	i	-5	i	i	i	i	i	6	i
COc1ccc(OC)c(NC(=O)CSc2nnc(-c3ccco3)n2-c2ccc(C(=O)O)cc2)c1
  i	-2	i	-7	i	i	i	i	i	2	i
COc1ccc(-c2csc(NC(=O)c3ccccc3S(C)(=O)=O)n2)cc1
  i	1	i	-15	i	i	i	i	i	3	i
CC(C)CNC(C)C(=O)Nc1ccc(S(N)(=O)=O)cc1 (centres undefined)
  i	3	i	-12	i	i	i	i	i	2	i
Cn1c(C(=O)O)c(CC(=O)NCC2COc3ccccc3O2)c2ccccc21 (centres undefined)
  i	3	i	-12	i	i	i	i	i	-1	i
Cc1c(Cl)cccc1NC(=O)c1ccco1
  i	8	i	-9	i	i	i	i	i	-4	i
O=C(CSc1ccc2c(c1)OCCO2)NCCc1ccc(Cl)cc1Cl
  i	3	i	-10	i	i	i	i	i	2	i
CC(C)c1ccc(CNc2c([N+](=O)[O-])c(=O)oc3ccccc23)cc1
  i	1	i	-8	i	i	i	i	i	.	i
CCc1ccc(N(CC(=O)NC2CCCCC2)C(=O)CCC(=O)Nc2ccccn2)cc1
  i	1	i	-3	i	i	i	i	i	-1	i
O=c1oc2ccc(Cl)cc2cc1-c1nnc(Nc2cccc(C(F)(F)F)c2)s1
  i	0	i	-13	i	i	i	i	i	-1	i
COc1ccc(NC(=O)c2ccc(C#CC(C)(C)O)cc2)cc1
  i	2	i	-9	i	i	i	i	i	-1	i
N#CC1=C(N)SC(N)=C(C#N)C1c1ccoc1
  .	.	i	-6	i	i	i	i	.	6	i

Screening data from PubChem BioAssay.
